# Assay outcomes as filed in PubChem.
# GC-A act: GC-A (human) enzyme activation. AID 1671463. P16066. activation, % at 10 µM. 0.14% of 370,000 active. HEK293 GC-A cells, cGMP TR-FRET, EC30 ANP; 0% at EC30 ANP, 100% saturating ANP; in the data active means activation above about 40%
# PRMT1 FP inh: inhibitors of human PRMT1; Q99873; recombinant PRMT1, activity-based probe fluorescence polarization; 1.3% of 370,000 active; inhibition, % at 2.79 µM;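 active means inhibition above about 21% made by adding two undisclosed values, limit read from the data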
# rCAG binder: binds r(CAG) RNA repeats | r(CAG) RNA repeat, TO-PRO-1 dye displacement fluorescence | inhibition, % at 3 µM | 1.3% of 370,000 active | AID 651821;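 active means inhibition above the plate cutoff, the mean of all test compounds on that plate plus 3 SD, cut at about 35% in these data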;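 further: 0% = DMSO alone and 100% = 100 µM mitoxantrone as full dye displacement; higher means more dye released from RNA so lower well fluorescence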
# TCR CD3 inh: blocks the human TCR-CD3 interaction | inhibition, % at 9.4 µM | 0.37% of 360,000 active | TAMRA-labeled TCR probe fluorescence, biochemical; in the data active means inhibition above about 19%;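 further: recombinant mutant TCR 2C K166C tagged with TAMRA read by polarization; 0% = receptor in buffer alone and 100% = receptor with positive control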
# MBD2 inh: blocks human MBD2 binding to methylated DNA; Q9UBB5; TR-FRET, MBD2 binding to methylated oligonucleotide; inhibition, % at 4.4 µM; 0.31% of 370,000 active; AID 686964; in the data active means inhibition above about 13%
# Target sequence (Q9UBB5 whole entry, looked up): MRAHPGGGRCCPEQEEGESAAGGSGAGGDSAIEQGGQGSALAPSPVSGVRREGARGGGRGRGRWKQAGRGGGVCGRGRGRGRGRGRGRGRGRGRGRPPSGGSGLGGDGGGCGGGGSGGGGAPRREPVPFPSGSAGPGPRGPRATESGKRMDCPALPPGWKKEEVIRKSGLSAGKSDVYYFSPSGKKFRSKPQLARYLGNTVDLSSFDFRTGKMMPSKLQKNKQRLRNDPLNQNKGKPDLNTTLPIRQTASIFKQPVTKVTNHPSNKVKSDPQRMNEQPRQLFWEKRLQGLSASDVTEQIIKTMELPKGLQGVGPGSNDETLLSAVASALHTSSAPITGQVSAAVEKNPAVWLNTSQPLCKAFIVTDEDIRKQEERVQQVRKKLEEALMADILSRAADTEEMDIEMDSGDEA
# NPR2 activator: GC-B (human) receptor activation; P20594; HEK293-GC-B cells, CNP EC30, cGMP TR-FRET; 0% at EC30 CNP, 100% saturating CNP; activation, % at 10 µM; 0.11% of 370,000 active;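 active means activation at 10 µM reaching about 35% in either raw or pattern-adjusted values, limit read from the data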
# HTRA1 inh: inhibitors of human serine peptidase HTRA1; Q92743; recombinant HTRA1, FP-rhodamine activity-based probe, fluorescence polarization; inhibition, % at 5.96 µM; 0.5% of 340,000 active; in the data active means inhibition above about 36%;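 further: 0% = enzyme with DMSO and 100% = wells lacking enzyme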
# Target sequence (Q92743 whole entry, looked up): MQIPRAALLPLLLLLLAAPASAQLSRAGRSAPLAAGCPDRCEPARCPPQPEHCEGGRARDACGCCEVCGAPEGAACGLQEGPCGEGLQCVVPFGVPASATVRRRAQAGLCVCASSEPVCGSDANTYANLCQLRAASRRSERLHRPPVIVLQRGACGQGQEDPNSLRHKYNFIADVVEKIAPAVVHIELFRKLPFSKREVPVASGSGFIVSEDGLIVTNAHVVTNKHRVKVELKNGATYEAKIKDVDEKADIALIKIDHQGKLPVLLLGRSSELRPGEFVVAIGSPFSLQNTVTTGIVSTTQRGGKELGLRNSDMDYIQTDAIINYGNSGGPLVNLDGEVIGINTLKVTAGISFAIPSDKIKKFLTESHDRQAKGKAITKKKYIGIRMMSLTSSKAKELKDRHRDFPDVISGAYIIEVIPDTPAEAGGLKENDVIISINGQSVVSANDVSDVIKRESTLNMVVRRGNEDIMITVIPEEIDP
# SIAE inh: blocks human sialic acid acetylesterase; inhibition, % at 9.66 µM; 0.69% of 370,000 active; Q9HAT2; SIAE FP-Rh probe binding, fluorescence polarization;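 active means inhibition above a cutoff: mean of compounds within the control limits plus 3 SD of those, cut at about 17% in these data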;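 further: 0% = plate median of compound wells and 100% = probe without SIAE protein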
# ABHD4 inh: ABHD4 (mouse) inhibition, primary FP screen; 0.54% of 370,000 active; purified mABHD4, FP-Rh probe fluorescence polarization; Q8VD66; inhibition, % at 8.92 µM;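 active means inhibition exceeding the mean over every tested compound plus 3 SD, cut at about 30% in these data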;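 further: 0% = plate median of compound wells and 100% = S159A mutant with DMSO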
#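 Assay system: Wild-type mouse ABHD4 protein | Medium: HEPES pH 7.0 buffer, 150 mM NaCl, 0.01% Pluronic F-127 | Incubation: Enzyme–compound pre-incubation 45 min, then probe 60 min, both 25 °C | Technique: Fluorescence polarization with parallel and perpendicular emission, 525/598 nm | Evaluation: % inhibition of FP-Rh probe binding versus controls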
# UHRF1 MBD2 ctr: UHRF1 methyl-DNA binding inhibition | Q96T88 | UHRF1 binding to methylated oligo, TR-FRET | 0.75% of 370,000 active | inhibition, % at 4.4 µM; in the data active means inhibition above about 21%;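 further: UHRF1 SRA domain binding a hemimethylated CpG hairpin DNA probe; 0% = median of test compound wells and 100% = reference inhibitor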
# The depositor's hits bear a star; . = not tested or not shown. The list is partial; count on the stated rates, not on these rows.
SMILES	GC-A act	PRMT1 FP inh	rCAG binder	TCR CD3 inh	MBD2 inh	NPR2 activator	HTRA1 inh	SIAE inh	ABHD4 inh	UHRF1 MBD2 ctr
COc1ccc(CCNC(=O)c2c[nH]c3ccccc3c2=O)cc1OC	3	-3	-1	7	1	2	4	0	0	1
O=C(C1=C(O)C(=O)N(CCc2ccccc2)C1c1ccncc1)c1cc2ccccc2o1 (stereo unspecified)	11	1	17	3	-3	-2	2	-7	2	1
O=C(CN1C(=O)S/C(=C\c2ccccn2)C1=O)Nc1ccc(F)cc1	-3	5	-2	-3	1	-1	2	-37	1	2
Cc1[nH]n(-c2ncc(-c3ccccc3)s2)c(=O)c1C(c1ccc(Br)cc1)C(C#N)C#N (stereo unspecified)	3	3	57*	4	-4	-5	39*	24*	51*	-8
CN(C)C(=O)CSc1ncccc1-c1nc2ccccc2[nH]1	-2	0	0	5	3	-2	4	2	4	1
O=C(c1ccc(C(F)(F)F)n(Cc2ccc(Cl)cc2)c1=O)N1CCOCC1	-2	4	-6	4	-1	-8	-10	-1	-8	-1
CC(C)c1cc(Br)ccc1OCCN1C(=O)NC(C)(C)C1=O	-5	-2	-8	4	-1	-4	-8	-11	-4	-1
COc1ccc(NC(=S)NC(NC(C)=O)C(Cl)(Cl)Cl)c([N+](=O)[O-])c1 (stereo unspecified)	5	1	3	-3	-14	-1	7	6	0	-11
Cc1ccc(-c2cc3nc(-c4ccccc4)cc(N)n3n2)cc1	-6	-3	2	2	2	1	-6	0	-5	-1
Cc1cccc(Nc2nc(CC(=O)O)cs2)c1	3	1	6	0	1	4	8	7	4	-1
Cc1cn([C@H]2C[C@H](O)[C@@H](CNC(=O)[C@H](N)C3CC3)O2)c(=O)[nH]c1=O	3	-1	3	5	-3	4	6	5	-3	1
O=C(Nc1ccncc1)OCc1ccccc1	-1	0	-1	-4	4	2	0	-6	0	3
COCc1[nH][nH]c(=O)c1C=NCC(=O)OC	-3	-1	-1	-13	4	3	0	-2	-9	4
Cc1ccsc1/C=N/NC(=O)CNC(=O)c1ccc(S(=O)(=O)N2CCOCC2)cc1	1	4	-1	2	-4	4	-4	-5	-4	-5
CCCCS/C(N)=N/N=C/c1ccccc1O	-6	0	-3	-5	4	-3	2	-1	1	-1
CC1CC(C)CN(C(=O)COC(=O)c2nn(C)c(=O)c3ccccc23)C1 (stereo unspecified)	1	2	-8	7	0	-1	-3	-7	-2	-2
CCOC(=O)COc1ccc2c(=O)c(-c3ccccc3OC)coc2c1	2	-3	8	2	1	-3	-24	-3	-2	1
Cc1ccc(Sc2ccc(C(=O)N3CCOCC3)cc2[N+](=O)[O-])cc1	6	0	-4	0	-2	-1	15	3	-5	1
CCN(CC)N=Nc1ccc(S(=O)(=O)N2CCSC2C(=O)O)cc1 (stereo unspecified)	2	0	1	1	-4	-3	10	-6	5	-2
O=C(CSc1nnc2c(n1)[nH]c1ccc(F)cc12)OCc1ccccc1	8	0	0	0	2	9	8	-6	-7	3
CC(=O)NC(c1ccccc1)c1nc2ccccc2[nH]1 (stereo unspecified)	0	1	0	7	0	0	0	5	0	-1
Cc1cc(C)n(-c2ccc(C(=O)OCC(=O)c3ccc(Br)s3)cc2)n1	-3	1	12	4	-4	-5	-39	-9	-4	-1
CC(=O)c1cc(CC(=O)N2CCc3c([nH]c4ccccc34)C2c2ccccn2)cs1 (stereo unspecified)	-3	0	-5	0	-2	-5	-10	1	1	-2
CC(=O)NN1C(=O)c2ccc3c4c(ccc(c24)C1=O)C(=O)N(NC(C)=O)C3=O	1	-1	-1	2	-4	-3	3	0	8	-2
Cc1ccc(C2C(C#N)=C(N)SC(N)=C2C#N)cc1	11	-20	13	-36	4	-3	-29	-30	-13	3
OC1CCCN(c2ncnc3c2nnn3Cc2c(F)cccc2Cl)C1 (stereo unspecified)	3	5	-6	-1	2	2	3	-6	1	1
c1cncc(-c2nnc3n2C2(CCCCC2)Cc2ccccc2-3)c1	0	-4	-4	-4	-4	1	-5	0	-4	3
CCCCC(NC(=O)c1cccc(Br)c1)C(=O)O (stereo unspecified)	-6	1	0	-3	1	0	3	3	1	5
O=C(NCC1CCCO1)c1cc(S(=O)(=O)N2CCOCC2)ccc1Cl (stereo unspecified)	0	5	-3	-1	-1	1	0	3	3	2
COc1ccc(NC(=O)CN(C)C(=O)Cc2c[nH]c3ccccc23)cc1	-2	-2	1	1	1	-7	2	9	5	-1
CCCCNC(=O)C1CCN(C(=O)C2CCN(S(=O)(=O)c3ccc(C)cc3)CC2)CC1	0	3	-6	0	1	-1	-2	-2	-3	2
Cc1ccc(S(=O)(=O)N2CCN(C(=O)CCn3nc(C)c(C)c3C)CC2)cc1	3	5	-6	0	2	5	5	5	-7	2
O=C(COc1cc(Cl)c(Cl)cc1Cl)NCCN1CCOCC1	2	2	-4	6	-7	2	-3	6	6	-1
O=Cc1cccn1-c1cccc([N+](=O)[O-])c1	2	-2	2	1	0	5	-2	5	-2	-2
CCC(Oc1ccccc1)C(=O)N(Cc1ccccc1)c1ccccn1 (stereo unspecified)	-14	1	0	1	-7	-8	-12	10	-3	0
CCOc1ccccc1OCC(=O)Nc1cccc(S(=O)(=O)NC2=NCCCCC2)c1	-3	3	-1	1	-6	-3	7	2	-1	-1
Cc1cccc(C)c1NC(=O)c1nc(S(=O)(=O)Cc2ccccc2)ncc1Cl	-1	16	-2	5	4	1	1	9	-4	-3
COc1cccc(CN2CCC(C(=O)NC(C)c3cccc4ccccc34)CC2)c1 (stereo unspecified)	-6	3	-1	-3	0	-6	.	-1	0	4
CC(C)CN1CCC(C(=O)NC(c2ccc(F)cc2)c2ccc3ccccc3n2)CC1 (stereo unspecified)	0	0	6	-7	9	1	.	-3	-17	7
COCCNC(=S)N1CCCC(CO)C1 (stereo unspecified)	1	-2	0	9	6	8	3	1	1	12
CCCn1c(SCC(=O)N(CC)CC)nnc1-c1ccncc1	0	-3	-4	4	3	-3	-12	3	-1	-1
O=C(Nc1nc(-c2ccccc2)cs1)C1CCCN(S(=O)(=O)c2ccccc2)C1 (stereo unspecified)	3	-2	6	-3	-1	-2	-68	-78	-54	3
Cn1ncc2nnn(-c3ccccc3)c(=O)c21	3	2	-3	0	3	5	0	-7	1	0
CN(CC(=O)Nc1cccc(F)c1)C(=O)CN1C(=O)C2CC=CCC2C1=O (stereo unspecified)	2	0	1	-8	-2	4	2	-2	-7	-3
Cc1ccc(OCc2nnc(SCc3cc(=O)[nH]c4ccccc34)o2)cc1	-2	1	1	-5	-3	3	-12	-2	-12	7
COC(=O)Cc1ccc(OC2(C)CCN(Cc3ccccc3OC(F)F)C2)cc1 (stereo unspecified)	3	0	-2	-10	-2	2	.	1	2	2
CC(C)=C(NC(=O)c1ccco1)C(=O)NCCc1nc2ccccc2[nH]1	0	-2	2	9	-2	3	-3	4	-1	-2
Cc1cc(-c2nc3cccnc3s2)ccc1NS(=O)(=O)c1cccs1	9	-1	50*	-1	-2	-8	-13	-4	46*	-5
Cc1ccnc(NS(=O)(=O)c2ccc(NC(=O)c3ccc(Br)o3)cc2)n1	4	-3	0	5	1	-1	-20	-11	12	0
CCOC(=O)N1C(=O)C[C@](Sc2ccc(OC)cc2)(C(=O)N2CCN(c3ncccn3)CC2)[C@H]1c1ccc(OC)cc1	-1	41*	10	.	2	-7	.	6	0	0
CC(=O)Nc1ccc(-c2ccnc3c2CC(C(=O)NCC2CCOCC2)O3)cc1 (stereo unspecified)	1	3	-1	-9	1	-2	.	-1	-4	3
COc1ccc(NC(=O)Nc2cccc3c2O[C@H](CN(C)S(C)(=O)=O)[C@@H](C)CN([C@H](C)CO)C3=O)cc1	0	-3	-3	2	-3	8	-4	1	10	-2
Cc1cccc(NC(=O)CN2CCN(C(=O)CNC(=O)Cc3cccc4ccccc34)CC2)c1C	-5	-5	2	-2	-5	1	4	-2	0	0
CCOC(=O)CN1CCC(C2(c3cc4ccccc4[nH]3)OCCO2)CC1	-3	0	-2	-1	0	-3	3	5	5	0
COc1ccc(-c2nc(NC(=O)c3n[nH]c(=O)c4ccccc34)sc2C)cc1	5	0	4	3	-3	-4	-5	8	-2	0
Cc1cccc(NC(=O)CN(CC2CCCO2)C(=O)c2ccc(S(C)(=O)=O)cc2)c1C (stereo unspecified)	3	2	-3	-3	5	5	6	0	-2	0
O=C(Nc1ccccc1N1CCCCC1)C1CC(=O)N(c2ccccc2F)C1 (stereo unspecified)	1	-3	2	-1	-6	2	-3	-5	-7	-1
COCCNC(=O)c1cc2oc3ccccc3c2n1C	-4	2	0	1	0	-2	-4	1	0	-2
CC1(C)COC(/C=C/c2ccc([N+](=O)[O-])cc2)=N1	0	0	-5	-1	5	1	1	3	3	2
COC(=O)c1c(NC(=O)c2ccco2)sc2c1CC(C)(C)NC2(C)C	1	2	1	11	2	-4	3	-5	2	5

# Complete entries, quoted from the list.
# Cc1ccnc(NS(=O)(=O)c2ccc(NC(=O)c3ccc(Br)o3)cc2)n1 as listed: GC-A act = 4; PRMT1 FP inh = -3; rCAG binder = 0; TCR CD3 inh = 5; MBD2 inh = 1; NPR2 activator = -1; HTRA1 inh = -20; SIAE inh = -11; ABHD4 inh = 12; UHRF1 MBD2 ctr = 0
# Cc1cccc(NC(=O)CN(CC2CCCO2)C(=O)c2ccc(S(C)(=O)=O)cc2)c1C (stereo unspecified) as listed: GC-A act = 3; PRMT1 FP inh = 2; rCAG binder = -3; TCR CD3 inh = -3; MBD2 inh = 5; NPR2 activator = 5; HTRA1 inh = 6; SIAE inh = 0; ABHD4 inh = -2; UHRF1 MBD2 ctr = 0

# The results go on:
SMILES	GC-A act	PRMT1 FP inh	rCAG binder	TCR CD3 inh	MBD2 inh	NPR2 activator	HTRA1 inh	SIAE inh	ABHD4 inh	UHRF1 MBD2 ctr
CC1(C)Cc2c(sc3ncnc(N)c23)CO1	7	3	-2	-2	3	4	-2	3	4	0
O=C(N/N=C/c1ccccc1)c1ccc(OCc2ccccc2)cc1	2	8	-1	-3	2	0	-11	-3	-4	-1
CCN(CC)CCN1C(=O)C(=O)/C(=C(/O)c2ccncc2)C1c1ccccc1F (stereo unspecified)	5	4	5	1	4	12	-3	0	-9	3
N/C(=N\OC(=O)c1cc([N+](=O)[O-])ccc1Cl)c1cccnc1	8	-5	2	-1	1	-17	1	-1	-6	1
CCOC(=O)NC1CCS(=O)(=O)C1 (stereo unspecified)	2	0	0	4	-4	2	-6	5	2	11
CC(=O)Nc1cccc(NC(=O)c2ccco2)c1	3	-3	3	5	-4	3	12	5	0	-1
Cc1cc(NC(=O)C(C)SCC(=O)Nc2ccc(SC(F)F)cc2)no1 (stereo unspecified)	-2	1	-4	3	-1	-1	-10	-1	6	-3
CC(C)Oc1cccc(NC(=O)c2cnccc2C(F)(F)F)c1	0	-3	-1	-4	7	3	-2	2	4	-1
CC(CCN1C(Nc2ccccc2)=NC[C@@H]1C)c1ccccc1 (stereo partly specified)	-3	0	0	5	0	-6	-6	-1	8	-2
O=C1CSC(c2ccco2)N1 (stereo unspecified)	0	0	2	1	0	-5	-3	4	3	-3
